NS5 inhibitors – Dengue-2 NS5 methyltransferase inhibitors, primary screen, biochemical, confirmation dose response (AID 588689). Dengue-2 NS5 methyltransferase capping enzyme assay, biochemical; higher % means a stronger effect. inhibition, % at 25 µM, or IC50 in µM where a hit was titrated. hit rate 0.3% among 340,000; in the data active = a potency from the dose series; inconclusive = inhibition above about 29% without an active follow-up result
RSV CPE inhibition – inhibition of RSV-induced cytopathic effect – HEp-2 cells, primary 10 µM value included (AID 2391); HEp-2 cells, RSV-induced CPE inhibition; higher % means a stronger effect; CPE inhibition, % at 10 µM, or IC50 in µM where a hit was titrated; hit rate 0.13% among 310,000; in the data active = a potency from the dose series; inconclusive = CPE inhibition mostly from about 23% at the one dose, without a potency; inactive = the rest, 99 in 100 with CPE inhibition below about 21%; note: strong numbers were not always called active
SV40 large T antigen – SV40 large T antigen inhibitors, biochemical (AID 1903); hit rate 0.39% among 310,000; SV40 large T antigen ATPase/helicase inhibition assay; higher % means a stronger effect; one-dose inhibition, % at 20 µM; IC50 in µM for titrated hits; in the data active = a potency from the dose series; inconclusive = inhibition mostly from about 32% at the one dose, without a potency; inactive = the rest, 99 in 100 with inhibition below about 32%; note: strong numbers were not always called active
GPR35 arrestin U2OS – GPR35 antagonists blocking zaprinast-driven arrestin recruitment, primary screen, imaging, U2OS, beta-arrestin-GFP, zaprinast agonist (AID 2058) | U2OS GPR35 beta-arrestin-GFP translocation imaging, zaprinast antagonism; higher % means a stronger effect | one-dose inhibition, % at 10 µM; IC50 in µM for titrated hits | hit rate 0.052% among 290,000;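 active = inhibition of at least 50% with at least 30 cells and total cytoplasm GFP at most 10,000,000; inconclusive = under 30 cells or total GFP of 10,000,000 plus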
K1F lysis inhibition – inhibition of K1F phage lysis, E. coli UTI89, bacterial capsule biogenesis inhibitors, alamar blue (AID 488966); hit rate 0.02% among 340,000; E. coli UTI89 K1F phage lysis, alamar blue, 2 h; higher % means a stronger effect; inhibition, % at 100 µM, or IC50 in µM where a hit was titrated;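 active = phage lysis inhibition, versus mean bacterial control, above a set limit; inconclusive = no clear call, values can overlap the other calls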;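 note: capsule biogenesis inhibitors block K1F phage lysis so surviving cells raise fluorescence; higher fluorescence means more inhibition of phage lysis; actives were called in the ten point dose series up to 300 µM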
Salmonella PhoP GFP – inhibitors of PhoP regulon expression, primary screen, Salmonella Typhimurium, GFP reporter (AID 1863) | S. Typhimurium PhoP-regulated promoter GFP reporter, 4 h; higher % means a stronger effect | inhibition, % at 50 µM; hits with a dose series show IC50 in µM | hit rate 0.16% among 300,000;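 active = inhibition over 29.93%, a cutoff 3 SD above the screen mean, later confirmed by dose response; inconclusive = inhibition over 29.93% but no dose response follow-up; inactive = inhibition at most 29.93% or unconfirmed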;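 note: 0% = low Mg2+ inducing control and 100% = high Mg2+ repressing control; strong numbers were not always called active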
MgcRacGAP inhibition – MgcRacGAP GTPase-activating activity inhibitors, confirmation, biochemical, ADP Hunter fluorescence; MgcRacGAP-stimulated Rac1 GTP hydrolysis, ADP Hunter fluorescence; higher % means a stronger effect; GST-tagged Rac1 F28L mutant substrate; one-dose inhibition, % at 30 µM; IC50 in µM for titrated hits; hit rate 0.6% among 340,000;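 active = first-screen hits whose inhibition reached a set limit at any dose in the follow-up dose series; inconclusive = inhibition above the set first-screen limit but never retested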;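 note: fluorescence reports GDP produced by GAP-driven GTP hydrolysis; strong numbers were not always called active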
GPR55 LPI antagonism – GPR55 antagonists blocking LPI-driven arrestin recruitment, primary screen, imaging, U2OS, beta-arrestin-GFP, LPI agonist (AID 2013). U2OS GPR55 beta-arrestin-GFP translocation imaging, LPI antagonism; higher % means a stronger effect. inhibition, % at 10 µM; hits with a dose series show IC50 in µM. hit rate 0.13% among 290,000;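 active = spots per cell inhibited over 60%, with over 100 cells counted and total cytoplasm intensity under 500,000; inconclusive = wells with under 100 cells, flagged as likely toxic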;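 note: U2OS cells stably carrying GPR55 and arrestin-GFP stimulated by 5 µM LPI near EC80; imaged beta-arrestin-GFP aggregate spots per cell after agonist stimulation; plate controls were LPI-stimulated DMSO wells for no effect and DMSO wells without LPI for full effect; some results filed as inactive read as strong as hits; confirmed hits need IC50 under 10 µM and bright autofluorescent wells are also inconclusive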
HIV fusion peptide – cell-free HIV fusion peptide-binding blockers – biochemical, uHTS, fluorescence dequenching, primary screen (AID 1986) | inhibition, % at 20 µM, or IC50 in µM where a hit was titrated | hit rate 0.3% among 290,000 | cell-free peptide binding, fluorescence dequenching, 30 min; higher % means a stronger effect; in the data active = inhibition mostly above about 52%, no sharp cut-off; inactive = mostly below about 76%; note: some results filed as inactive read as strong as hits
NS5 inhibitors pilot replicate – recorded beside NS5 inhibitors, whose call it bears; inhibition, %; measured here: pilot screen replicate inhibition
* marks the source's active call; other numbers are inactive results; ? = inconclusive; . = no result given; [ ] = remark or other dose.

SMILES	NS5 inhibitors	RSV CPE inhibition	SV40 large T antigen	GPR35 arrestin U2OS	K1F lysis inhibition	Salmonella PhoP GFP	MgcRacGAP inhibition	GPR55 LPI antagonism	HIV fusion peptide	others
CCCOc1ccc(C(=O)NNC(=S)NC(=O)c2cccs2)cc1	19%	-0.7%	11%	-6%	0.6%	14%	9%	84%	16%
CCOC(=O)CSc1nc(N)c(C#N)c(-c2ccc(OCC)cc2)c1C#N	-3%	0.9%	4%	7%	1.1%	1%	9%	-3%	-3.6%
Cc1nc(-c2ccccc2)sc1C1(C)CC(c2c(Cl)cccc2Cl)=NO1 (configuration not stated)	-12%	6.8%	7%	19%	0.9%	4%	2%	-10%	-1.2%
CCCCc1cc(=O)oc2cc(C)cc(OCC(=O)Nc3ccccn3)c12	2%	-0.2%	32%	-12%	0.1%	1%	-8%	12%	1.9%
COc1ccc(/C=N\NC(=O)COc2ccccc2Cl)cc1Cn1nc(C)cc1C	-9%	0.4%	9%	-4%	-0.3%	9%	7%	-3%	-1.0%
CCCOc1ccc(C2/C(=C(/O)c3ccc(F)cc3)C(=O)C(=O)N2CCCN(C)C)cc1 (configuration not stated)	-7%	0.9%	13%	-17%	-0.2%	-10%	3%	2%	0.5%
O=C(CSc1nnc(-c2cccs2)n1-c1ccccc1)N1CCCc2ccccc21	-2%	4.5%	12%	-7%	0.2%	28%	7%	-3%	3.1%
COc1ccc(NC(=O)c2c[nH]n3c(=O)cc(C4CCN(C(=O)OC(C)(C)C)CC4)nc23)cc1Cl	2%	-0.1%	8%	14%	-0.1%	7%	8%	<0.5µM*	17µM*
O=C(Cn1nc(C(F)F)cc1C(F)F)NNC(=S)Nc1ccc([N+](=O)[O-])cc1	.	0.4%	19%	4%	1.3%	8%	6%	-8%	14%
CC(C)(C)NC(=O)Cn1nnc(-c2ccc(Cl)cc2)n1	-2%	1.3%	-1%	-17%	-1.0%	3%	1%	5%	1.1%
Cc1cc(C)c(Nc2cc(S(=O)(=O)O)c(N)c3c2C(=O)c2ccccc2C3=O)c(C)c1	21µM*	1.1%	31%	4%	-2.1%	9%	25%	67%*	70%
O=S(=O)(Cc1cc(Cl)nc(-c2cccnc2)n1)c1ccccc1	-7%	-1.1%	-27%	24%	0.0%	4%	4%	28%	-2.5%
COc1ccc(OCc2cc(C(=O)N3C[C@@H](C)O[C@@H](C)C3)no2)c(Cl)c1	5%	0.2%	2%	2%	0.1%	-5%	8%	11%	-0.9%
CCN(CC)CCn1c(SCC(=O)NCCC2=CCCCC2)nc2c(sc3ccccc32)c1=O	0%	0.3%	13%	6%	0.2%	0%	1%	-3%	1.4%
O=C(CNC(=O)c1ccco1)N/N=C/c1cc(Br)ccc1O	-2%	2.1%	5%	-2%	-0.5%	3%	5%	-13%	-1.6%
O=C(CSc1nnc(C2CC2)n1Cc1ccccc1)NCc1ccccc1	-3%	1.3%	2%	-6%	0.2%	0%	6%	6%	-1.9%
Nc1ccc(-c2nnc(-c3ccc(N)cc3)o2)cc1	0%	-0.5%	-4%	2%	-0.1%	-10%	13%	-3%	-1.0%
COc1ccc(C(=O)NC(=S)Nc2cccc3cc(O)ccc23)cc1OC	3%	4.1%	18%	3%	0.1%[50 µM]	-3%	12%	8%	0.3%
Cc1cc(Nc2nc3ccccc3nc2Cl)n(-c2ccc([N+](=O)[O-])cc2)n1	-1%	11%	5%	1%	0.4%	1%	-8%	15%	12%
CCOc1ccccc1N(CC(=O)Nc1ccc(OC)cc1)S(=O)(=O)c1ccccc1	-1%	2.2%	-1%	2%	-0.2%	8%	6%	4%	-1.4%

The closing two compounds of the section before come first, to join the parts.
SMILES	NS5 inhibitors	RSV CPE inhibition	SV40 large T antigen	GPR35 arrestin U2OS	K1F lysis inhibition	Salmonella PhoP GFP	MgcRacGAP inhibition	GPR55 LPI antagonism	HIV fusion peptide	others
Cc1cc(Nc2nc3ccccc3nc2Cl)n(-c2ccc([N+](=O)[O-])cc2)n1	-1%	11%	5%	1%	0.4%	1%	-8%	15%	12%
CCOc1ccccc1N(CC(=O)Nc1ccc(OC)cc1)S(=O)(=O)c1ccccc1	-1%	2.2%	-1%	2%	-0.2%	8%	6%	4%	-1.4%
COc1ccc2c(c1)CCc1c(C(=O)NCC(C)C)noc1-2	-5%	?	14%	-2%	0.4%	-2%	7%	-2%	2.0%
O=S(=O)(c1ccccc1)c1nc(-c2ccc(F)cc2)oc1NCC1CCCO1 (configuration not stated)	-1%	0.8%	.	.	0.1%[50 µM]	.	10%	.	.
c1ccc(N/N=C(\Cc2ncc[nH]2)c2ccccc2)cc1	-10%	1.7%	0%	3%	0.6%	1%	0%	-1%	-0.5%
CC(C)(C)C1CCC(=NNC(=O)CC(=O)NCc2ccccc2)CC1 (configuration not stated)	-4%	0.2%	2%	-23%	1.3%[50 µM]	4%	5%	-9%	-1.2%
CCOc1ccc(NC(=O)NCc2ccccn2)cc1	-12%	-0.4%	3%	6%	-0.5%[50 µM]	2%	6%	15%	0.1%
C=CCn1c(SCC(=O)Nc2cccnc2Cl)nnc1-c1ccc(Cl)cc1	-1%	1.1%	-11%	11%	0.1%	8%	10%	4%	-0.1%
O=C(O)CN1C(=O)/C(=C\c2cccc(OCc3ccccc3)c2)SC1=S	42µM*	1.4%	18%	-18%	-0.1%	6%	16%	-2%	32%	NS5 inhibitors pilot replicate=12*
Cc1nc2ccc([N+](=O)[O-])cc2c(=O)n1Cc1cccc(F)c1	5%	6.0%	6%	4%	0.1%	-4%	5%	-4%	-3.3%
Nn1c(SCc2csc(-c3ccccc3)n2)nnc1-c1cccs1	-5%	2.5%	0%	-3%	1.0%	4%	7%	-2%	-0.2%
Cc1nn(Cc2c(F)cccc2Cl)c(=O)c2ccccc12	-8%	3.8%	14%	19%	0.0%	10%	5%	2%	-0.8%
CCc1ccc(N(CC(=O)Nc2ccccc2C(=O)N2CCOCC2)S(C)(=O)=O)cc1	-8%	1.4%	11%	-16%	2.2%	-5%	-10%	8%	1.2%
O=C(Nc1nccs1)c1sc2ccccc2c1Cl	-5%	0.0%	4%	-12%	-0.1%	-5%	-3%	2%	1.0%
COCCNC(=O)Cn1cnc2c(cnn2-c2ccc(C)cc2)c1=O	.	-1.5%	17%	3%	-1.1%	-3%	11%	-10%	-0.4%
COC(=O)c1c(NC(=O)CN2CCC(C(N)=O)CC2)c2c(C)cccc2n1C	-1%	1.0%	10%	9%	-0.6%	14%	8%	4%	-0.5%
CCOc1ccc(N(CC(=O)N2CCN(c3ccccc3OC)CC2)S(=O)(=O)c2ccc(C)cc2)cc1	-1%	.	.	-5%	-0.1%[50 µM]	.	9%	9%	0.4%
Cc1cc(OCC(=O)O/N=C(\N)Cc2cccs2)ccc1Br	-3%	2.1%	5%	0%	-0.1%	6%	2%	0%	-3.5%
CN1CC(=O)N(CC(=O)NCCc2ccc(F)cc2)c2ccccc2C1=O	3%	1.5%	2%	16%	1.1%	7%	7%	-5%	-1.3%
Cc1nnc(SCc2nc3ccccc3[nH]2)s1	4%	-0.7%	4%	-17%	0.2%	0%	8%	16%	-2.9%
O=C1C2C3C=CC(C3)C2C(=O)N1c1cccc(-c2nc3ccccc3o2)c1 (configuration not stated)	15%	1.6%	2%	-13%	1.3%	-15%	2%	-9%	16%
CN(C(=O)CSc1nnc(-c2ccc3c(c2)OCO3)o1)C1CCS(=O)(=O)C1 (configuration not stated)	-8%	-0.5%	.	.	0.7%[50 µM]	.	7%	.	.
CC(C)(C)C(=O)Nc1ccc(S(=O)(=O)Nc2ccccn2)cc1	-4%	-1.4%	-9%	9%	-0.2%	-1%	-9%	7%	-1.2%
O=C(NCc1nnc2c(C(F)(F)F)cc(Cl)cn12)c1ccc2c(c1)OCO2	-8%	3.1%	6%	5%	0.2%	5%	-2%	-3%	-1.0%
Cc1cnc(C(=O)N2CCCC(N3CCN(c4cccc(C(F)(F)F)c4)CC3)C2)cn1 (configuration not stated)	1%	1.5%	11%	6%	1.3%	0%	3%	19%	1.8%
Nc1cc(=O)[nH]c(SCC(=O)Nc2ccc([N+](=O)[O-])cc2)n1	-5%	-0.2%	.	7%	0.0%	-11%	13%	-12%	1.0%
Cn1c(=O)c2c(nc(NC(Cc3ccccc3)C(=O)O)n2Cc2ccccc2)n(C)c1=O (configuration not stated)	-13%	1.9%	6%	14%	-0.2%	-6%	5%	-1%	-0.8%
COc1ccc(C2c3sc(=O)[nH]c3SC3C(=O)N(c4ccccc4)C(=O)C32)cc1 (configuration not stated)	-2%	0.2%	16%	-10%	1.9%	9%	7%	10%	10%
O=[N+]([O-])c1ccc(N/N=C/c2ccccc2)c(F)c1	-24%	44%	13%	-18%	1.5%	-11%	8%	16%	9.1%
CC(=O)NNC(=O)c1[nH]c2ccc(Br)cc2c1-c1ccccc1	-4%	2.4%	11%	-9%	-1.3%[50 µM]	14%	17%	5%	-3.6%
COc1cccc(C(=O)Nn2c(C)nnc2-n2nc(C)cc2C)c1	1%	0.5%	-1%	-15%	6.3%	-4%	-3%	14%	1.8%
COc1nc2ccc(C)cc2cc1-c1noc(-c2ccccc2)n1	2%	2.2%	8%	8%	5.9%	-5%	8%	0%	7.7%
O=C(NCc1ccccc1)C(=O)NCC1OCCN1C(=O)c1ccc(Cl)cc1 (configuration not stated)	0%	1.5%	6%	2%	0.2%	6%	4%	5%	1.0%
CC(=O)c1c(C)oc2ccc(N(C(C)=O)S(=O)(=O)c3ccc(Cl)c([N+](=O)[O-])c3)cc12	-5%	-2.0%	4%	-5%	0.2%	-3%	6%	-4%	-0.7%
C/C(=N\NC(=O)c1nnn(-c2nonc2N)c1-c1ccccc1)c1ccco1	1%	0.9%	18%	6%	1.2%[50 µM]	-6%	9%	11%	1.1%
O=C(CCc1nc(-c2ccccc2)no1)Nc1cccc(C(=O)NC2CC2)c1	2%	2.4%	.	.	1.0%[50 µM]	.	2%	.	.
O=C(CNc1ccc2ccccc2c1)N/N=C/c1ccc([N+](=O)[O-])o1	.	?	7%	5%	-2.7%	?	-1%	10%	19%
CCOC(=O)CN1C(=O)N[C@@H](c2cccc(C(F)(F)F)c2)C(C(=O)OC)=C1C	2%	-0.7%	19%	.	0.0%	11%	1%	.	.
